DDE Tn7 FP inh – inhibitors of Tn7 peptide binding to fibrin DD(E), primary screen, biochemical, fluorescence polarization, human fibrin, Tn7 probe; AID 720508, 2013; Fibrinogen beta chain (Homo sapiens), P02675; FP displacement of FITC-Tn7 peptide from fibrin DD(E); 0% = median of compound wells per plate; actives 0.13% (n = 370,000); inhibition, % at 8.3 µM;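 active means inhibition above the mean of compounds falling within the control limits plus 3 SD of them, cut at about 14% in these data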;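 further: 0% = plate median of compound wells and 100% = 10 µM Aha-Tn7 peptide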
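system = human fibrin DD(E) protein | quantity = DD(E) 2 µM final | medium = Tris/NaCl/CaCl2 buffer, pH 7.8 | also added = labelled Tn7 tracer, 0.1 µM | compound dosing = single point at 8.3 µM | timing = compound with protein 10 min, then 3 h after probe, room temperature | signal = FP measurement | benchmarks = Aha-Tn7 high control | repeats = one replicate per compound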
Tn6 DDE FP – inhibitors of Tn6 peptide binding to fibrin DD(E), primary screen, biochemical, fluorescence polarization, human fibrin, Tn6 probe; Fibrinogen beta chain (Homo sapiens), P02675; Fibrin DD(E) TRITC-Tn6 fluorescence polarization displacement; inhibition, % at 8.3 µM; actives 0.21% (n = 370,000); AID 720509, 2013;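 active means inhibition above a per-campaign cutoff: mean of compounds within control limits plus 3 SD, cut at about 15% in these data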;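 further: 0% = median of all compound wells on the plate and 100% = blocking peptide control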
TDP2 absorb – human TDP2 enzyme inhibitors, primary screen, biochemical, epi absorbance, recombinant enzyme; Tyrosyl-DNA phosphodiesterase 2 (Homo sapiens), O95551; AID 720702, 2013; actives 0.34% (n = 370,000); T5PNP hydrolysis, p-nitrophenol absorbance 415 nm; inhibition, % at 12.8 µM;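 active means inhibition above the mean of all tested compounds plus 3 SD, set per campaign, cut at about 25% in these data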;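 further: 0% = DMSO with enzyme and 100% = buffer with substrate but no TDP2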
Target sequence (O95551 whole entry, looked up): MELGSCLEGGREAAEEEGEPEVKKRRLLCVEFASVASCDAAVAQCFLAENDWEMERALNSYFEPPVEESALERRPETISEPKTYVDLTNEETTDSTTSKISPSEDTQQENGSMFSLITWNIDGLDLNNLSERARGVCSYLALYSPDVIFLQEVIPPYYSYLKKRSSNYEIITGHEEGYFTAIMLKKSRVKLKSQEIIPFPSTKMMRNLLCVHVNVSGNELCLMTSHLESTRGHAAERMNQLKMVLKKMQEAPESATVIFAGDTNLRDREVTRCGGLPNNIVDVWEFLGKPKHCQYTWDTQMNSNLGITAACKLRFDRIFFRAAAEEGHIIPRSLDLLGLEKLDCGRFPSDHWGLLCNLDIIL
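Incubation: 2 h at 37 °C; Test system: recombinant human TDP2; Quantity: enzyme 120 nM; Read-out basis: percent inhibition; Medium: 50 mM Tris-HCl pH 7.5 with Mg2+, KCl, DTT, BSA; Repeats: single replicate; Compound: 12.8 µM single point, 1% DMSO; Signal: epi absorbance; Reagent: 5 mM T5PNP chromogenic substrate; Benchmarks: no-enzyme high, DMSO-plus-enzyme low.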
PLC-beta3 inh – human PLC-beta3 inhibitors, primary screen, biochemical, fluorescence; 1-phosphatidylinositol 4,5-bisphosphate phosphodiesterase beta-3 (Homo sapiens), Q01970; Purified PLC-beta3, fluorogenic substrate; actives 0.18% (n = 370,000); inhibition, % at 12.2 µM; in the data active means inhibition above about 11%;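 further: 0% = median of compound wells on plate and 100% = full blocker control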
ADAM10 inh – human ADAM10 inhibitors, primary screen, biochemical, QFRET, HTS. Disintegrin and metalloproteinase domain-containing protein 10 (Homo sapiens), O14672. recombinant ADAM10, EDANS/DABCYL FRET peptide cleavage, 3 h. inhibition, % at 7 µM. actives 0.62% (n = 370,000). AID 720582, 2013;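 active means inhibition above a per-campaign cutoff equal to the mean of compounds falling between control-based bounds plus 3 SD, cut at about 20% in these data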;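 further: 0% = DMSO wells while the 100% control is not disclosed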
ARFGAP1 inhibitor – inhibitors of rat ARFGAP1 GAP activity, primary screen, biochemical, fluorescence polarization, GDP tracer | AID 651572, 2012 | actives 0.26% (n = 360,000) | inhibition, % at 16.5 µM | ADP-ribosylation factor GTPase-activating protein 1 (Rattus norvegicus), Q62848 | Arfgap1-stimulated ARF1 GTP hydrolysis, GDP FP detection;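 active means inhibition above a per-plate limit, mean inhibition of low control wells plus 3 SD, cut at about 25% in these data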;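 further: 0% = DMSO wells with enzyme and 100% = wells lacking Arfgap1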
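Material: rat Arfgap1 catalytic domain, aa 1-136; also added: human ARF1(Δ1-17)-GTP substrate; compound dosing: one concentration, 16.5 µM, DMSO 1.26%; incubation: GTP hydrolysis reaction 2 h at 25 °C; measured by: Tracer-displacement fluorescence polarization with EDTA stop, 620/688 nm; evaluation: % inhibition from polarization; repeats: one replicate per compound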
ASAP1 GAP inh – inhibitors of human ASAP1 ArfGAP activity, primary screen, biochemical, fluorescence polarization | inhibition, % at 16.5 µM | actives 0.19% (n = 360,000) | ASAP1-stimulated ARF1 GTP hydrolysis, GDP FP detection | AID 624377, 2012 | Arf-GAP with SH3 domain, ANK repeat and PH domain-containing protein 1 (Homo sapiens), …; in the data active means inhibition above about 25%;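 further: 0% = vehicle with enzyme and substrate and 100% = no enzyme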
PLC-gamma1 inh – PLC-gamma1 enzyme inhibitors, primary screen, biochemical, fluorescence, purified enzyme; 1-phosphatidylinositol 4,5-bisphosphate phosphodiesterase gamma-1 (Homo sapiens), P19174; fluorogenic substrate; inhibition, % at 12.2 µM; actives 0.84% (n = 370,000); AID 720700, 2013; in the data active means inhibition above about 9.5%
ADAM17 inh – ADAM17 inhibitors, primary screen, biochemical, QFRET | Disintegrin and metalloproteinase domain-containing protein 17 (Homo sapiens), P78536 | recombinant ADAM17, EDANS/DABCYL FRET peptide cleavage | inhibition, % at 6.95 µM | actives 0.83% (n = 370,000) | AID 720648, 2013;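 active means inhibition above the mean of compounds lying between control limits plus 3 SD, set per campaign, cut at about 8.5% in these data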;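 further: 0% = DMSO-only wells as the low control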
Target sequence (P78536 215-824 limits assumed): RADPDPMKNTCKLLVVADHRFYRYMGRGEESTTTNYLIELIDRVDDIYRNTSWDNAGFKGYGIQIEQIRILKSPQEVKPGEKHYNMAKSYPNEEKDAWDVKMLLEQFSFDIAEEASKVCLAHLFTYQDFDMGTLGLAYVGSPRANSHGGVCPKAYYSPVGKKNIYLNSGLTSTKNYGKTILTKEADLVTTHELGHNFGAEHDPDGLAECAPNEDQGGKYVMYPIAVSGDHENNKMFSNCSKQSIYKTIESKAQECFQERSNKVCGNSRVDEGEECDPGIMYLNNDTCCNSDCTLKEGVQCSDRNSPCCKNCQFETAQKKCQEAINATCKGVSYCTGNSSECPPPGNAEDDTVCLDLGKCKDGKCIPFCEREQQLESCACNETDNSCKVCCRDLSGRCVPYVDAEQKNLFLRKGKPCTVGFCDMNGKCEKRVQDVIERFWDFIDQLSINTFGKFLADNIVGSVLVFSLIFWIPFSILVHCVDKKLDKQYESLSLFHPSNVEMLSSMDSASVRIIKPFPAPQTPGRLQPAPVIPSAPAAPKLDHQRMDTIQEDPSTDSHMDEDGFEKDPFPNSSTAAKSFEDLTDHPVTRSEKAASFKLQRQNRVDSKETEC
SIAE inh – human SIAE inhibitors, primary screen, biochemical, fluorescence polarization, FP-Rh probe, 1536-well HTS; AID 1053197, 2014; inhibition, % at 9.66 µM; Sialate O-acetylesterase (Homo sapiens), Q9HAT2; actives 0.69% (n = 370,000); SIAE FP-Rh probe binding;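 active means inhibition above a cutoff: mean of compounds within the control limits plus 3 SD of those, cut at about 17% in these data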;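 further: 0% = plate median of compound wells and 100% = probe without SIAE protein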
* marks the source's active call; other numbers are inactive results.

SMILES | DDE Tn7 FP inh | ADAM10 inh | ARFGAP1 inhibitor | SIAE inh | PLC-beta3 inh | PLC-gamma1 inh | ASAP1 GAP inh | TDP2 absorb | ADAM17 inh | Tn6 DDE FP
CC(C)(C)c1ccc(S(=O)(=O)N2CCN(C(=O)C3=COCCO3)CC2)cc1 | -7 | 0 | 11 | 1 | -5 | -1 | 10 | -9 | -1 | 2
Cc1ccc(S(=O)(=O)N2CCCCC2)cc1C(=O)NCC1CCCO1 (stereo not drawn) | -2 | 10 | -1 | 6 | -1 | 2 | -8 | 0 | -2 | 0
COc1ccc(NS(=O)(=O)c2cc(NC(=O)c3sccc3C)ccc2N2CCOCC2)cc1 | 0 | -3 | -8 | -6 | -6 | 1 | 1 | -7 | -3 | 1
CC(C)N(CCNC(=O)c1nn(Cc2ccccc2)c(=O)c2ccccc12)C(C)C | 3 | -6 | -2 | -3 | -9 | 3 | -5 | -4 | -8 | 1
COc1ccc2oc(C(=O)OCC(=O)c3ccc4c(c3)OCCO4)c(C)c2c1 | 5 | -5 | 9 | -3 | -4 | -4 | -9 | 5 | -4 | -2
N=c1c(S(=O)(=O)c2ccc(Cl)cc2)cc2c(=O)n3ccccc3nc2n1C1CCCCC1 | -4 | -18 | 0 | 4 | -9 | 1 | -7 | 2 | -5 | -11
Nc1nc(N)c(N=Nc2ccc(C(=O)O)cc2)c(N)n1 | -3 | -5 | -8 | -1 | -4 | 0 | 0 | 11 | -4 | -7
CCCn1c(NCc2cccs2)nc2ccccc21 | -5 | -14 | -6 | 3 | -1 | 1 | -2 | 0 | 1 | -2
CC(C)(C)NC(=O)NC(=O)CN1CCN(Cc2ccccc2)CC1 | 0 | -1 | 8 | 2 | 3 | 1 | -1 | 5 | -1 | -6
O=C(Nc1cc(C(F)(F)F)ccc1Cl)C(Sc1nnc(-c2cccs2)o1)c1ccccc1 (stereo not drawn) | 5 | 7 | -2 | 1 | -9 | -12 | 0 | 9 | 3 | -1
CCc1ccccc1NC(=O)CCNS(=O)(=O)c1ccc2c(c1)CCC(=O)N2 | 0 | 4 | -9 | -3 | -3 | 2 | 10 | -13 | -1 | 6
COc1cccc(C(=O)Nc2nnc(-c3ccccc3)s2)c1 | 6 | 5 | -7 | -12 | -13 | -4 | -14 | -11 | 0 | -3
Cc1c(C(=O)Nc2ccccc2F)sc2ncn(CC(=O)N3CCOCC3)c(=O)c12 | 4 | -1 | -2 | 4 | -8 | 0 | 2 | 0 | 0 | -2
Cc1cc(Cl)ccc1OCCCC(=O)N1CCN(C)CC1 | -1 | -8 | -1 | 5 | -1 | -1 | 7 | -5 | -2 | -3
CCCOc1ccccc1C1NC(=O)NC(C)=C1C(=O)OCCOC(C)C (stereo not drawn) | 13 | 2 | 3 | 3 | 4 | 6 | -1 | -20 | 3 | 2
CN(Cc1ccccc1)Cc1ccccc1F | 1 | -2 | -1 | 7 | 0 | 1 | 5 | 14 | 0 | 7
Cc1cccc(N2CCN(S(=O)(=O)c3c(C)[nH]c(C)c3C(=O)N3CCCC3)CC2C)c1 (stereo not drawn) | 1 | -8 | -2 | 2 | -1 | 0 | 6 | 0 | -3 | -3
COc1ccccc1NC(=O)CSc1ccc2nnc(-c3ccccn3)n2n1 | -6 | -8 | -6 | 1 | 2 | 0 | 10 | 4 | -2 | 1
Cn1c(=O)c2c(ncn2CCCc2ccccc2)n(C)c1=O | 0 | 3 | 6 | 12 | 0 | -3 | -15 | 0 | -2 | 2
CC(C)(C)NC(=O)Cn1nnc(-c2ccccc2NC(=O)c2cnccn2)n1 | -4 | 3 | 4 | 1 | 2 | 3 | 4 | 7 | -5 | 2
CC(C)C[C@H]1CN(CCCC[C@@H]2CNC(=O)C(=O)N2Cc2ccccc2)C(=O)C(=O)N1CCC1CCCCC1 | 2 | -7 | 6 | 3 | 3 | 0 | 5 | -2 | -1 | 3
COc1ccc(N(Cc2cc3ccc(C)cc3[nH]c2=O)C(C)=O)cc1 | 0 | -9 | -13 | -3 | 2 | 6 | 11 | -5 | 1 | -3
O=C(/C=C/c1ccccc1)Nc1cccnc1 | 3 | -6 | 5 | -1 | 1 | 1 | -9 | 0 | 0 | -3
N#Cc1ccccc1Sc1ccccc1C(=O)OCC(=O)NC1CCS(=O)(=O)C1 (stereo not drawn) | -7 | 0 | -9 | 1 | 4 | 3 | 0 | -5 | -1 | 7
COc1ccc(N(CC(=O)NCCc2ccc(C)cc2)S(=O)(=O)c2c(C)noc2C)cc1 | -2 | 8 | -6 | -9 | -4 | -1 | 5 | 11 | 0 | -4
O=C(NC1CCCc2ccccc21)C1CCC(CNS(=O)(=O)c2cccc3nsnc23)CC1 (stereo not drawn) | 2 | -2 | 19 | 7 | 2 | -2 | 2 | -5 | 0 | 7
O=C(NCc1cc([N+](=O)[O-])ccc1O)c1cc(-c2ccncc2)nc2ccccc12 | 2 | -2 | 1 | -6 | -10 | 0 | 6 | 3 | -3 | -4
COCCCNC(=S)NC1CC2CCCC(C1)N2Cc1cccs1 (stereo not drawn) | -2 | -4 | -3 | -1 | 4 | 1 | -6 | -5 | -1 | -1
O=C(Cc1ccccc1)NC(NNc1ccccc1)(C(F)(F)F)C(F)(F)F | -3 | 3 | -2 | 10 | 3 | -1 | 10 | -1 | 0 | 15*
C=C(C)CN(CC)c1ccc(N2C(=O)CCCC2=O)cc1[N+](=O)[O-] | -2 | 0 | 9 | 0 | 0 | 4 | 12 | 9 | 1 | -2

SMILES | DDE Tn7 FP inh | ADAM10 inh | ARFGAP1 inhibitor | SIAE inh | PLC-beta3 inh | PLC-gamma1 inh | ASAP1 GAP inh | TDP2 absorb | ADAM17 inh | Tn6 DDE FP
CCN1C(=O)CCN(C2CCCC2)c2nc(Nc3ccc(C(=O)NC4CCN(C)CC4)cc3OC)ncc21 | 3 | -5 | -5 | 5 | -222 | -151 | 5 | 3 | -1 | -13
O=S(=O)(c1cc(Cl)ccc1Cl)N1CCN(Cc2ccco2)CC1 | -3 | -7 | 5 | 0 | -3 | -3 | -9 | 3 | 0 | 2
O=C(Nn1c(SCc2ccc([N+](=O)[O-])cc2)nc2ccccc2c1=O)c1ccc(F)cc1 | 3 | 17 | -4 | -46 | -1 | 1 | -13 | 5 | 9.0* | 6
CN(C)c1ccc(NC(=S)NC23CC4CC(CC(C4)C2)C3)cc1 | 0 | -7 | 3 | 12 | -7 | -1 | -9 | 20 | -4 | 8
COc1ccc(N2CCN(C(=O)c3ccc(CS(=O)Cc4ccc(Cl)cc4)o3)CC2)cc1 (stereo not drawn) | -2 | 7 | 21 | 1 | -13 | -3 | 5 | -14 | -3 | 3
CCC1(CC)NC(=O)N(CC(=O)OCC(=O)Nc2cc(OC)ccc2OC)C1=O | -1 | -18 | 2 | 4 | -7 | 1 | 2 | 2 | 0 | -4
COc1ccc(C(=O)Nc2nnc(SCC(=O)NCc3ccco3)s2)cc1OC | -7 | -4 | 7 | 4 | -7 | 0 | -5 | 7 | -2 | 4
CCOC(=O)C1CCCN(CCC(=O)Nc2cc(C)cc(C)c2)C1 (stereo not drawn) | 3 | -3 | -7 | -1 | -3 | 0 | -15 | -2 | 0 | 2
CC1CCCCN1C(=O)CSc1nc(-c2ccccc2)cc(=O)[nH]1 (stereo not drawn) | -3 | 5 | 8 | -2 | 1 | -2 | -2 | 12 | -1 | -6
Cc1ccccc1N=C1SCC(=O)N1Cc1ccccc1 | -2 | 4 | 3 | 0 | 1 | 2 | 7 | -1 | 4 | -1
CCOC(=O)N1CCN(C(=O)c2ccc3c(c2)NC(=O)C(N2CCOCC2)S3)CC1 (stereo not drawn) | 9 | 5 | 11 | 10 | 3 | 1 | -9 | -6 | -3 | 6
O=C(NCc1cccc(F)c1)c1cccc2c1C(=O)c1ccc(N3CCOCC3)cc1S2(=O)=O | -3 | 0 | 2 | 4 | -5 | -4 | 1 | 0 | -3 | 10
COC(=O)/C=C/c1ccc2c(c1)OCO2 | 2 | -62 | 3 | -5 | -33 | -29 | -2 | 0 | -16 | -6
N#Cc1c(N2C(=O)Nc3ccccc3N2O)sc2c1CCCC2 | -3 | -2 | 18 | 4 | -1 | -3 | -1 | 3 | -1 | 0
Cc1cccc(C2NC(c3cccc(C)c3)C(C)C(=O)C2C)c1 (stereo not drawn) | -1 | 12 | -9 | -8 | 3 | -2 | 3 | -2 | 1 | -5
Cc1cc(C)c(NS(=O)(=O)c2ccc(NC(=O)c3cccs3)cc2)c(C)c1 | 0 | 6 | 9 | -6 | 3 | 1 | 9 | -9 | 5 | -7
Cc1cc(C(=O)N2CCN(c3ncccn3)CC2)c2cc(F)ccc2n1 | -3 | -23 | -2 | 1 | -2 | -1 | 4 | -2 | -2 | -3
Cc1noc(C)c1COc1ccc(C(=O)NCCc2ccc(S(N)(=O)=O)cc2)cc1 | -6 | -2 | 4 | -2 | -3 | 2 | 1 | -9 | -7 | 4
CC(=O)N1CCN(C(=O)CCc2nc3sc4c(c3c(=O)[nH]2)CCCC4)CC1 | 4 | -13 | 12 | 7 | -5 | -2 | 3 | 3 | -7 | -3

Copied from the list.
`N#Cc1c(N2C(=O)Nc3ccccc3N2O)sc2c1CCCC2` @ ASAP1 GAP inh: -1
`CCc1ccccc1NC(=O)CCNS(=O)(=O)c1ccc2c(c1)CCC(=O)N2` @ PLC-gamma1 inh: 2
